Rv3671c protease: Rv3671c serine protease inhibitors, primary screen, biochemical, fluorescence polarization, M. tuberculosis H37Rv; 0.048% of 320,000 active; inhibition, % at 5.96 µM; P9WHR9; in the data active = inhibition above about 38%;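 note: extracellular domain of Rv3671c used as enzyme; 0% = enzyme with DMSO and 100% = no enzyme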
CCHFV vOTU inh: CCHFV vOTU protease inhibitors, primary screen, biochemical, Pep-AMC substrate, fluorescence | inhibition, % at 11.5 µM | 0.55% of 370,000 active | AID 651958, 2012; note: 0% = vehicle wells with enzyme and 100% = no enzyme wells
GDH-TPI counter: GDH-TPI coupling enzyme inhibitors, primary screen, artefact control for M. tuberculosis FBA inhibitor project, biochemical, absorbance, full deck; GDH-TPI coupled enzyme counterscreen, NADH absorbance; inhibition, % at 4.8 µM; 1.2% of 360,000 active;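 note: 0% = DMSO wells and 100% = wells lacking the enzyme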
Mtb BioA inh: M. tuberculosis BioA enzyme inhibitors, primary screen, biochemical, plate reader, single point, HTS; 7,8-diaminopelargonic acid synthase BioA (Mycobacterium tuberculosis); purified M. tuberculosis BioA enzyme; inhibition, % at 9.99 µM; 0.096% of 360,000 active; AID 602481, 2012; in the data active = inhibition above about 40%; inconclusive = no clear call, values can overlap the other calls
Mtb FBA inh: Mtb FBA enzyme inhibitors, primary screen, biochemical, fluorescence, strain H37Rv | Fructose-bisphosphate aldolase (Mycobacterium tuberculosis (strain ATCC 25618 / H37Rv)), … | purified M. tuberculosis FBA, fluorescence read-out | inhibition, % at 1 µM | 2.3% of 360,000 active | AID 588726, 2011; in the data active = inhibition above about 27%;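 note: 0% = vehicle and 100% = reference inhibitor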
Target sequence (P9WQA3 whole entry, looked up): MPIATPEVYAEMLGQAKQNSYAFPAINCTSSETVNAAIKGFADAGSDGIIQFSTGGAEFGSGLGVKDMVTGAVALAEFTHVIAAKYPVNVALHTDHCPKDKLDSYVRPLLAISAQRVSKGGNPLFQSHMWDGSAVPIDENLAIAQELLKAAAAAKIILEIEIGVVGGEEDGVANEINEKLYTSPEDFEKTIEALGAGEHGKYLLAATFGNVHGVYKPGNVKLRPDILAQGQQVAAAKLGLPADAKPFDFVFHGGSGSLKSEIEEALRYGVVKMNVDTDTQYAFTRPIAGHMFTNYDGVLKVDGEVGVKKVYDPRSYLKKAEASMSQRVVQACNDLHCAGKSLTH
FadD28 FP inh: inhibitors of FadD28 bisubstrate probe binding, primary screen, biochemical, fluorescence polarization, single point; Mycobacterium tuberculosis FadD28 fatty-acid-AMP ligase; 0.22% of 360,000 active; inhibition, % at 12.5 µM; in the data active = inhibition above about 8.5%, passing the limit was not always enough; inconclusive = no clear call, values can overlap the other calls
BoNT F protease: BoNT/F light chain protease inhibitors, primary screen, biochemical, flow cytometry, MLPCN library | Botulinum neurotoxin type F light chain protease (Clostridium botulinum) | AID 588497, 2011 | 0.22% of 360,000 active | inhibition, % at 10 µM | Multiplex microsphere protease cleavage assay; in the data active = inhibition above about 35%, passing the limit was not always enough; inconclusive = no clear call, values can overlap the other calls; note: plate controls were buffer without enzyme for full effect and enzyme alone for no effect
MazEF act: activators of E. coli MazEF toxin-antitoxin RNase, primary screen, biochemical, fluorescence, uHTS; Endoribonuclease toxin MazF (Escherichia coli (strain K12)), P0AE70; FAM/BHQ RNA-DNA oligo cleavage fluorescence, 5 h; activation, % at 20 µM; 0.32% of 350,000 active; AID 504720, 2011; in the data active = activation above about 50%
Target sequence (P0AE70 whole entry, looked up): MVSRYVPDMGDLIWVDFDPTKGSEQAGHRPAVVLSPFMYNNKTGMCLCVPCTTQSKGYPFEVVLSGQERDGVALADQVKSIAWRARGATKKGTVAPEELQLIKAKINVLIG
Mtb UGM inh: M. tuberculosis UGM enzyme inhibitors, primary screen, biochemical, fluorescence polarization, single point; 0.06% of 320,000 active; AID 504406, 2011; UDP-galactopyranose mutase (Mycobacterium tuberculosis (strain ATCC 25618 / H37Rv)), …; inhibition, % at 10 µM; purified UGM, fluorescence polarization probe displacement; in the data active = inhibition above about 10%, passing the limit was not always enough; inconclusive = no clear call, values can overlap the other calls
Target sequence (P9WIQ1 whole entry, looked up): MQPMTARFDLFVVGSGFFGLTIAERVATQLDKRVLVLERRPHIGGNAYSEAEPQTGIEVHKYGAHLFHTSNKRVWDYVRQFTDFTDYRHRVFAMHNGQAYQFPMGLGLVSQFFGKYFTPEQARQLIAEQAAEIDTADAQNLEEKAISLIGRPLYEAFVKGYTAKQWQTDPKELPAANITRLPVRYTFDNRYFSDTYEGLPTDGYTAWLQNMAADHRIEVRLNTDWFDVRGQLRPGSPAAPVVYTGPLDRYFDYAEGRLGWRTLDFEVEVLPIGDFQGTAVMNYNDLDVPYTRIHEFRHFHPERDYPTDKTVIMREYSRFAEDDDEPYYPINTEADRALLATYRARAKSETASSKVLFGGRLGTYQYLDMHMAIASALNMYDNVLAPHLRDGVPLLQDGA
DUSP3 inh: VHR1 phosphatase inhibitors, primary screen, biochemical, absorbance, uHTS. Dual specificity protein phosphatase 3 (Homo sapiens), P51452. recombinant VHR phosphatase, pNPP absorbance. inhibition, % at 13.3 µM. 0.52% of 290,000 active. AID 1654, 2009; in the data active = inhibition above about 50%; note: some compounds called inactive have numbers as strong as hits
Target sequence (P51452 whole entry, looked up): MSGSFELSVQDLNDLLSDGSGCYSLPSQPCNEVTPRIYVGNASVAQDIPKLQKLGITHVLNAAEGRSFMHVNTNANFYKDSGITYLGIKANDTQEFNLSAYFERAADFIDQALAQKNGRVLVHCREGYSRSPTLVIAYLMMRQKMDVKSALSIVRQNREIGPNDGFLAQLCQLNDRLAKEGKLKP
The depositor's hits bear a star; ? = inconclusive; / = no result given; & = joins results of further samples. Cut-off read from the data, not from the text of the source, unless noted: active = inhibition above about 30%; inactive = the rest.

compound	FadD28 FP inh	BoNT F protease	Mtb BioA inh	Mtb UGM inh	GDH-TPI counter	CCHFV vOTU inh	DUSP3 inh	Mtb FBA inh	MazEF act	Rv3671c protease
COc1ccccc1NC(=S)N1CCc2cc(OC)c(OC)cc2C1	-1.6	-2	/	0.5	-2	1	1	1	1	-4
CCC(=O)c1ccc(OCC(=O)NC2CCCC2)cc1	-0.1	0	-0.7	1.9	15	-1	/	3	-2	-3
CCN(CC)C(=O)COc1ccc(C=O)cc1OC	-0.8	9	-0.8	-0.3	12	-2	3	2	5	-8
CC1CN(C(=O)c2cnn3c(C(F)F)cc(-c4ccccc4)nc23)CC(C)O1 (stereo not drawn)	0.4	0	-0.3	-4.3	11	-1	-8	9	7	3
CC(C)CNc1nc(N)c([N+](=O)[O-])c(NCC2CCCO2)n1 (stereo not drawn)	-1.4	9	-6.3	0.1	16	7	4	3	9	-3
O=C(Nc1ccc2c(c1)nc1n2CCOC1)C1CCCCC1	-4.4	-4	1.0	-5.4	-17	-5	29	0	3	2
CCOC(=O)N1CCN(C(=O)CCC(=O)c2ccc(OCC)cc2)CC1	/	-1	-0.5	-1.1	0	3	-16	-1	1	-6
CCOc1ccc(N(CC(=O)NC2CCCC2)C(=O)CCCC(=O)Nc2ccccn2)cc1	-0.8	0	-0.3	-0.3	-2	23	13	2	0	-9
C[C@@H]1CN([C@H](C)CO)S(=O)(=O)c2ccc(-c3cccc(C(=O)N(C)C)c3)cc2O[C@H]1CN(C)C(=O)Nc1ccc(F)cc1	-1.5	-6	0.1&-0.7&1.1	/	6	0	/	0	8	/
CC1(NC(=O)COc2ccccc2-c2ccccc2)CCS(=O)(=O)C1 (stereo not drawn)	-1.1	-4	2.8	-1.0	2	-5	12	-1	1	7
O=C(NCc1cccc(C(F)(F)F)c1)N1CCN(C(=O)c2ccccc2)CC1	/	-5	0.0	4.0	3	7	/	-1	-5	-3
CCC1CCCCN1S(=O)(=O)c1ccc2c(c1)CCN2C(C)=O (stereo not drawn)	-3.5	4	-1.3	-1.2	-11	10	9	-4	3	2
Cc1cc(/C=N/NC(N)=O)c(C)n1C1CCCCC1	0.4	-15	/	1.2	1	10	26	-1	-1	-7
CC(C)(CO)NC(=O)CC1C(=O)NCCN1Cc1ccc(-c2ccccc2)cc1 (stereo not drawn)	-1.8	-5	-0.7	0.5	-5	-4	9	0	3	-2
C=CCOC(=O)C1CC=CCC1C(=O)Oc1ccc(F)cc1F (stereo not drawn)	-2.8	-3	-0.6	1.8	-1	1	10	-4	-4	-1
CC1CCc2c(sc(NC(=O)Cn3nc(C(=O)O)c4ccccc4c3=O)c2C#N)C1 (stereo not drawn)	2.0	/	/	0.4	3	10	12	3	-54	10
CCNC(=O)C1(C)CCCN(C(=O)c2oc3ccccc3c2C)C1 (stereo not drawn)	-1.2	5	-0.4	/	6	-7	/	2	/	/
COc1ccc(/C=C/C(=O)NCCn2c(C)cc3ccccc32)cc1OC	-5.6	-2	-2.2	0.1	20	7	-7	0	6	5
CC(=O)c1cccc(NC(=O)CSc2ncc(C(=O)Nc3ccccc3)c(=O)n2C)c1	0.3	-7	0.0	0.5	-2	4	/	2	3	5
CN1CCN(S(=O)(=O)c2cnccc2N2CCN(c3cccc(Cl)c3)CC2)CC1	-4.6	-5	3.9	-0.3	5	4	18	1	4	5
CCCC(=O)Nc1ccc2c(c1)nc(CCN1CCCCC1)n2C	0.4	?	0.5	-0.1	-3	5	-7	9	9	0
CC(=O)N1c2ccc(S(=O)(=O)N3CCC(C(=O)NCc4ccccc4)CC3)cc2CC1C (stereo not drawn)	-4.0	0	2.7	-0.1	0	-12	44	-2	5	5
Cn1cc(S(=O)(=O)N2CCOCC2)cc1C(=O)Nc1cccc(Cl)c1	-4.0	-13	0.7	-0.7	9	5	-2	1	6	7
COc1ccc(-n2c(C)cc(C(=O)CN3CCCCC3)c2C)cc1	1.2	5	0.8	-2.0	-5	-4	-8	-2	6	1
Cc1ccc2nc(NC(=O)COC(=O)c3ccco3)sc2c1	0.1	-8	/	-0.9	-9	-2	4	2	-8	-12
CCOC(=O)C1CCN(C(=O)CCS(=O)(=O)c2ccc3c(c2)n(C)c(=O)c(=O)n3C)CC1	-1.6	-5	-1.3	3.7	3	6	13	5	0	1
COc1ccc(C(=O)Nc2nc3nccc(-c4ccccc4)n3n2)cc1	-4.3	-1	/	-1.9	14	8	8	1	7	-2
CCOC(=O)N1CCC(=C(C#N)C(=O)Nc2cc(OC)ccc2OC)CC1	-0.6	-1	0.4	-2.5	6	-13	30	0	7	-3
CCC(=O)c1cc2c(cc1NC(=O)c1ccccc1)OCCO2	-3.8	2	-1.0	-0.4	2	-9	24	-2	26	-12
CCSc1ncc(Cl)c(C(=O)Nc2ccccc2C)n1	-3.9	6	-1.1	-2.7	5	6	24	4	-6	3
Cc1ccc(NC2c3ncccc3C(=O)N2Cc2ccc(F)cc2)cc1 (stereo not drawn)	-2.3	-6	1.5	-1.2	5	-3	-8	-4	-4	-11
O=c1c2oc3ccccc3c2[nH]c(=S)n1-c1ccccc1	-4.1	0	-0.6	1.1	21	-13	16	0	1	-19
O=c1[nH]c(=O)n([C@H]2C[C@H](O)[C@@H](CO)O2)cc1C(F)(F)F	0.5	-3	-0.9	3.0	-7	-6	-18	2	0	10
S=C1Nc2ccccc2CS1	-0.4	-10	0.6	/	29	-3	/	-1	2	/
Cc1cccc(OCc2n[nH]c(=S)n2C2CCCCC2)c1	-4.5	-3	2.0	3.4	-3	22	8	-2	-7	3
CCCC(NC(=O)c1ccccc1)c1nc2ccccc2n1Cc1ccc(C(=O)OC)o1 (stereo not drawn)	-1.5	-7	0.5	-3.6	5	2	-4	0	-4	-4
CCOC(=O)C1(CCc2ccccc2)CCN(C(=O)Cc2nonc2C)CC1	-1.2	-1	/	-3.1	7	-1	-4	4	0	7
CN(CC(=O)Nn1cnnc1)S(=O)(=O)c1cc(Cl)ccc1Cl	-2.5	1	-1.7	-1.2	0	-5	-10	-1	3	6
CCn1cc(C(=O)NCCCN2CCCC(C)C2)c(=O)c2cc(S(=O)(=O)N3CCOCC3)ccc21 (stereo not drawn)	2.0	6	0.9	3.3	30	0	48	3	-5	7
CCCNC(=S)Nc1ccc(S(N)(=O)=O)cc1	1.5	-6	/	0.0	5	4	5	-5	2	-6
O=C(NC1CCCCC1)C1CCN(S(=O)(=O)c2cccc3cccnc23)CC1	-0.8	-19	-1.0	2.0	0	-5	5	1	15	8
O=C(c1ccc(-n2cncn2)c([N+](=O)[O-])c1)N1CCN(S(=O)(=O)c2ccccc2F)CC1	-1.3	-7	/	-1.1	-1	13	/	-2	0	4
Cc1ccc2nc(NC(=O)c3ccccn3)sc2c1	0.5	-17	-1.3	-3.8	7	6	52*	5	8	-14
CCOC(=O)c1c(SCCN2CCCC2)n(-c2ccccc2)c(=S)n(-c2ccccc2)c1=O	-2.0	0	/	/	10	-8	/	3	0	/
CC(=O)N(C)C1=C(O)c2ccccc2C(=O)C1=O	-2.1	8	0.6	1.1	13	10	30	-8	5	-36
CCC(C)c1ccccc1NC(=O)c1cc(C)no1 (stereo not drawn)	-2.2	-6	-0.1	-0.6	5	4	12	4	1	-13
CC(C)CNc1ncnc2c1ncn2[C@H]1CN(Cc2ccc(C(=O)O)cc2)C[C@@H](CO)O1	-2.5	5	-0.2	/	-5	-6	/	-1	/	/
O=C1Nc2ccccc2N(O)N1c1cc(-c2ccccc2Cl)no1	-4.1	5	/	-0.7	-2	-1	24	-1	7	-7
CC(C)c1ccc(NC(=S)NCCc2c[nH]c3ccccc23)cc1	-2.1	-2	-1.9	0.5	6	10	37	-1	2	7
CCCOc1ccc(/C=N/Nc2cc(N3CCOCC3)ncn2)c(O)c1	-1.2	-50	-1.2	2.0	27	5	-10	2	16	2
O=C(c1cc2ccccc2o1)N1CCN(c2cccc(C(F)(F)F)c2)CC1	0.0	2	-0.9	-2.0	4	-6	-7	-1	-1	2
Cc1csc2nc(O)c(C(=O)NCc3ccc4c(c3)OCO4)c(=O)n12	-5.5	/	0.0	/	-1	-4	/	-2	4	15
O=C(Nc1cccc2nsnc12)c1cccnc1	1.1	4	/	0.6	7	-6	2	0	3	-3
COc1ccc(NC(=O)c2cccc(NC(=O)c3ccccc3)c2)c(OC)c1	-1.5	?	8.3	-0.2	-2	3	-6	0	10	-8
CN(C)C(=O)Oc1cc(=O)n2c3c(cccc13)CCC2	-0.6	7	3.5	0.4	14	-11	-13	5	7	-6
N#CC12CC(=O)N1Cc1cnnn1-c1ccccc12 (stereo not drawn)	-0.2	-12	-0.6	/	/	0	/	3	/	/
COc1ccccc1CNC(=O)COc1cc2c(c3oc(=O)cc(C)c13)CCC(C)(C)O2	-2.8	2	-1.2	0.4	6	-88	25	189*	0	-22
CN(C(=O)CC1C(=O)NCCN1Cc1ccc(F)c(F)c1)C1CCCCC1 (stereo not drawn)	-0.5	?	-1.3	-1.1	7	-18	6	3	-2	3
CCn1cc(/C=N\NC(=O)c2ccc3c(c2)c(C)c(C)n3Cc2ccccc2)c(C)n1	-1.2	0	-0.4	-0.3	11	8	-9	3	-1	-2
COc1ccc(NC(=O)N2CCN(C(=O)C3CCCO3)CC2)cc1 (stereo not drawn)	-0.7	-10	-0.9	1.8	5	-4	4	1	9	-5

Next part; it opens with the 2 that closed the last part.
compound	FadD28 FP inh	BoNT F protease	Mtb BioA inh	Mtb UGM inh	GDH-TPI counter	CCHFV vOTU inh	DUSP3 inh	Mtb FBA inh	MazEF act	Rv3671c protease
CCn1cc(/C=N\NC(=O)c2ccc3c(c2)c(C)c(C)n3Cc2ccccc2)c(C)n1	-1.2	0	-0.4	-0.3	11	8	-9	3	-1	-2
COc1ccc(NC(=O)N2CCN(C(=O)C3CCCO3)CC2)cc1 (stereo not drawn)	-0.7	-10	-0.9	1.8	5	-4	4	1	9	-5
O=C(O)C(Cc1c[nH]c2ccccc12)NS(=O)(=O)c1ccc2ccccc2c1 (stereo not drawn)	1.2	-2	-3.2	1.8	0	9	-2	2	-7	-1
O=C(O)c1ccc(N/N=C/c2ccc(-c3ccccc3)cc2)cc1	19*	-1	/	/	26	9	2	7	-16	/
CN1CCN(c2ccc(NC(=S)NC(=O)/C=C/c3ccco3)cc2)CC1	-3.6	-19	-2.2	-0.6	31*	9	7	-2	3	-5
Cc1ccc(C(=O)C=Cc2cccc(C)c2)cc1	-2.9	-3	0.4	/	11	8	/	-2	-3	/
C=CCNC(=O)/C(C#N)=C/c1c(C)nn(-c2ccc(Cl)cc2)c1Cl	0.7	2	/	0.1	11	-1	-8	-2	10	-4
O=C(Cc1ccc(NC(=O)C2CCCN(C(=O)C3CCC3)C2)cc1)Nc1cccc(C(=O)N2CCCC2)c1 (stereo not drawn)	-2.6	-3	0.3	/	1	7	/	0	-4	/

Bioassay records: PubChem BioAssay, several laboratories
